Bioassay records as filed in PubChem BioAssay.
CHOP inh = inhibitors of CHOP induction in ER stress response. 220,000 tested, 3.8% active. CHO-K1 CHOP-promoter luciferase, tunicamycin-induced, 15-18 h. AID 2732. inhibition, % at 10 µM;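 active means compounds that reduced the stress-induced luciferase reporter signal by more than about 70% of percent inhibition, limit read from the data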;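 further: 0% = tunicamycin plus vehicle and 100% = wells without tunicamycin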
* = called active by the depositor.

CHOP inh	smiles
12	CC12CC3CC(C)(C1)CC(N)(C3)C2
-19	C=C[C@H]1CN2CCC1C[C@@H]2[C@@H](O)c1ccnc2ccc(OC)cc12 (stereo not given in full)
9	N[C@@H](Cc1c[nH]c2ccc(O)cc12)C(=O)O
2	Cc1ccc(=O)n(-c2ccccc2)c1
-2	CCN(CC)CCOC(=O)c1ccc(N)cc1
17	Oc1ccc(C2CNCCc3c2cc(O)c(O)c3Cl)cc1 (stereo not given)
-1	NOCC(=O)O

In another format: entries from further up
CCN(CC)CCOC(=O)c1ccc(N)cc1
  CHOP inh: -2

Oc1ccc(C2CNCCc3c2cc(O)c(O)c3Cl)cc1 (stereo not given)
  CHOP inh: 17

NOCC(=O)O
  CHOP inh: -1

This is a subset. The share of hits here may be higher or lower than overall.
